Polio RdRp inh: poliovirus RNA polymerase inhibition | P03300 | poliovirus polymerase elongation, fluorescence polarization; hits give low values | % elongation, % (compound at 16.7 µg/mL) | 0.66% of 150,000 active | AID 588519; in the data active = % elongation below about 90%; also: some results filed as inactive read as strong as hits
Target sequence (P03300 1749-2209 limits assumed): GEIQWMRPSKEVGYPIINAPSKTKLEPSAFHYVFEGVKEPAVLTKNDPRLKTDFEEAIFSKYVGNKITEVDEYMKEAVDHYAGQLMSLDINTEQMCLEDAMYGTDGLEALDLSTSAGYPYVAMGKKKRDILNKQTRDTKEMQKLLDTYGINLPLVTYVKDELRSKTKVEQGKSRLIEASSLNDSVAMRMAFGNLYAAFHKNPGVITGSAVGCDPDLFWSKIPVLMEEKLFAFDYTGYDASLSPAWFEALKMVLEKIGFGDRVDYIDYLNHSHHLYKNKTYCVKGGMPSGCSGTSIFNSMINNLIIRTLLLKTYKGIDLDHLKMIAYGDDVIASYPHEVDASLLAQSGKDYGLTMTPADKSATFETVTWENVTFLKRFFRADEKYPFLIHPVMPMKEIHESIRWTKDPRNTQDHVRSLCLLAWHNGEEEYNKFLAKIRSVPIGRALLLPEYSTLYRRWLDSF
Polio RdRp inh FP z-score: recorded beside Polio RdRp inh, whose call it bears; z-score; measured here: FP z-score; hits read low
* = called active by the depositor.

Results follow in this order: Polio RdRp inh	Polio RdRp inh FP z-score
- COC(=O)C1=C(C)N(CC2CCCO2)C(=O)/C1=C\c1cc(C)n(-c2ccc(OC)c(Cl)c2)c1C (configuration not stated)
 : 103	0.5
- CCn1cc(C=C2C(=O)NC(=O)NC2=O)c2ccccc21
 : 92	-1.7
- O=C(/C=C/c1ccc(Br)o1)OCC(=O)N1CCCC1=O
 : 105	0.4
- CCn1c(=O)c2c(n3c(SCC(N)=O)nnc13)-c1ccccc1CC21CCCCC1
 : 98	-0.8
- Cc1nc2c(c(C)c1CCC(=O)Nc1cccc(C(F)(F)F)c1)c(=O)n(C)c(=O)n2C
 : 106	-0.3
- CCC(CC)C(=O)Nc1ccccc1SCc1cc(=O)c2cccc(C)c2[nH]1
 : 98	-1.7
- Cc1ccccc1OCc1nnc(SCC(=O)O)n1CCc1ccccc1
 : 105	0.9
- CCc1ccc(NC(=O)CN(C)S(=O)(=O)c2ccc3[nH]c(=O)oc3c2)cc1
 : 100	-0.6
- CC(C)NC(=O)CCc1nc(-c2ccc(C(C)(C)C)cc2)no1
 : 102	0
- CCOC(=O)c1ccccc1N/C=C/C(=O)C(C)(C)C
 : 101	0
- C=CCn1c(C)cc(C(=O)Cn2c(C(C)O)nc3ccccc32)c1C (configuration not stated)
 : 101	-0.2
- CC(C)N1C(=O)/C(=C\c2cccc3ccccc23)SC1=S
 : 100	-1.1
- Cc1ccc(-n2nc3ccc(NC(=O)C(C)C)cc3n2)cc1
 : 99	-0.6
- COc1ccc2oc(=O)cc(CN3CCN(C(=O)c4ccccc4Br)CC3)c2c1
 : 106	-0.2
- C=COC(=O)CSc1nc(-c2cccs2)ccc1C#N
 : 102	0

Reprinted from the part before: 3 compounds, followed by the next part.
Results follow in this order: Polio RdRp inh	Polio RdRp inh FP z-score
- Cc1ccc(-n2nc3ccc(NC(=O)C(C)C)cc3n2)cc1
 : 99	-0.6
- COc1ccc2oc(=O)cc(CN3CCN(C(=O)c4ccccc4Br)CC3)c2c1
 : 106	-0.2
- C=COC(=O)CSc1nc(-c2cccs2)ccc1C#N
 : 102	0
- O=C(NCCc1ccccc1Cl)c1ccc2c(c1)nc1n2CCOC1
 : 113	1
- O=C(Nc1ccccc1C(=O)OCc1cc(=O)n2c3c(sc2n1)CCCC3)c1cccc(Cl)c1
 : 105	-0.4
- Cc1cnc(NC(=O)C2CCC(C(C)(C)C)CC2)s1 (configuration not stated)
 : 98	-0.6
- Cc1ccc(-c2c(C(=O)NCCc3ccc(Cl)cc3)oc(=O)c3ccccc23)cc1
 : 103	-1.8
- CC(=O)NC12CC3CC(C1)CC(C(=O)OC(C)C(=O)Nc1ccccc1C#N)(C3)C2 (configuration not stated)
 : 105	0.3
- COC(=O)C1=C(C)OC(N)=C(C#N)C1c1cc2ccc(C)cc2[nH]c1=O (configuration not stated)
 : 102	0.1
- NC(=S)N1N=C(c2cccs2)CC1c1ccco1 (configuration not stated)
 : 98	-0.1
- CN(Cc1cccs1)CC(O)COCc1ccco1 (configuration not stated)
 : 103	0
- Clc1cccc(Cc2cn3cc(-c4ccccc4)nc3s2)c1
 : 101	0
- CCSC1=NN2CCS(=O)(=O)N=C2S1
 : 102	-0.1
- Cc1[nH]c2ccccc2c1Cc1n[nH]c(=S)o1
 : 99	-0.5
- N#Cc1cccc(C(=O)NCCc2ccc3c(c2)OCCO3)c1
 : 101	-0.1
- Cc1cccc(N2CCN(c3cccc(C)c3)C2c2cccnc2)c1
 : 103	0.4
- Cc1ccc(C(=O)OCC(=O)NC2CCCCC2)s1
 : 102	0.4
- O=C(Nc1ccc2nc(SCC(=O)N3CCOCC3)sc2c1)c1ccc(Cl)cc1
 : 105	-0.4
- CC1CCCCN1C(=O)c1cccc(C#N)c1 (configuration not stated)
 : 104	0.1
- CCOC(=O)c1noc2nc(C)n(CC(=O)Nc3cccc(OC)c3)c(=O)c12
 : 98	-2.1
- O=C1COc2ccccc2N1CC(=O)N(CC1CCCO1)C1CCS(=O)(=O)C1 (configuration not stated)
 : 105	0.1
- CCCCOc1ccc(C(=O)NC2CCN(C)CC2)cc1
 : 101	0.2
- CCOc1ccc(OCCCl)cc1
 : 100	-0.4
- CNC(=O)C1CCC(Cn2c(=O)c3sccc3n(CC(=O)Nc3ccc(C)c(C)c3)c2=O)CC1 (configuration not stated)
 : 101	-1.2
- CCCCOc1ccc(S(=O)(=O)Nc2ccc(-c3ccc(N4CCCCC4)nn3)cc2)cc1
 : 101	-1.2
- NC(=O)C1CCN(Cc2nc3ccccc3c(=O)[nH]2)CC1
 : 104	0.4
- Cc1ccc(-c2c3c(=O)n(C)c(=O)n(C)c3c3c(C(F)(F)F)nc4ccccc4n23)cc1
 : 104	0
- CCCc1nnc(NC(=O)Cc2coc3ccc(C)cc23)s1
 : 114	-0.1
- CC(Sc1ccc2c(c1)OCCO2)C(=O)Nc1ccc2c(c1)OCCO2 (configuration not stated)
 : 98	-0.5
- CCc1ccc(N2COc3ccc4c(CC)cc(=O)oc4c3C2)cc1
 : 102	0.2
- COc1ccc(/C=C/C(=O)Nc2ccc3nc(N4CCCCC4)cc(C)c3c2)cc1OC
 : 105	0.2
- CCC(C)NC(C)C(=O)Nc1ccc(Cl)cc1Cl (configuration not stated)
 : 103	0
- COc1ccc(CNC(=O)C(C)n2ccc3cc(S(=O)(=O)N4CCCC4)ccc32)cc1OC (configuration not stated)
 : 115	1.3

Some of the entries above, set out differently:
CC(=O)NC12CC3CC(C1)CC(C(=O)OC(C)C(=O)Nc1ccccc1C#N)(C3)C2 (configuration not stated)
  Polio RdRp inh: 105; Polio RdRp inh FP z-score: 0.3
Cc1nc2c(c(C)c1CCC(=O)Nc1cccc(C(F)(F)F)c1)c(=O)n(C)c(=O)n2C
  Polio RdRp inh: 106; Polio RdRp inh FP z-score: -0.3

New compounds follow.
Results follow in this order: Polio RdRp inh	Polio RdRp inh FP z-score
- CCNc1nc(N2CCOCC2)c2ccccc2n1
 : 100	-0.6
- Cc1cccc(N=c2oc3cc(O)ccc3cc2C(N)=O)c1
 : 100	-0.5
- COc1cc(C(=O)Nc2ccc(N3CCCCC3C)cc2)cc(OC)c1OC (configuration not stated)
 : 101	-0.3
- O=C(CSc1nc(-c2ccco2)cc(C(F)(F)F)n1)Nc1ccccc1
 : 103	0.3
- CC(Cn1nnc2ccccc21)C(=O)O (configuration not stated)
 : 102	0.1
- COc1ccccc1NC(=O)c1sc2nc(C)c(C(=O)Nc3ccc(Cl)cc3)c(-c3ccc(Br)cc3)c2c1N
 : 103	-0.7
- COc1ccc(-c2cc(C(C)=O)c(C)n2CCC(=O)NCc2ccc(F)cc2)cc1
 : 108	0.6
- Cc1ccccc1NC(=O)Cc1nc(COC(=O)/C=C/c2ccco2)cs1
 : 104	0.2
- Cn1ccnc1SCC(=O)N1c2ccccc2CCc2ccccc21
 : 102	0
- O=C(COCc1cc(-c2ccc3c(c2)OCO3)on1)Nc1cc(F)ccc1F
 : 101	-0.1
- CC(=O)c1cccc(NC(=O)CSc2nnc3ccc(-c4ccc(Br)cc4)nn23)c1
 : 107	-0.1
- CC(C)NC(=O)CC#N
 : 102	0.1
- CC(O)c1nc2ccccc2n1CC(=O)C(C)(C)C (configuration not stated)
 : 99	-1.3
- CN1CCN(C(=O)C2CCC(C)(C(=O)O)C2(C)C)CC1 (configuration not stated)
 : 102	-0.2
- O=C(NCCCN1CCN(c2ccc(F)cc2)CC1)c1ccc2nc3ccccc3c(=O)n2c1
 : 102	0.4

(list continues)
structure | Polio RdRp inh | Polio RdRp inh FP z-score
CCOC(=O)c1nn(-c2ccc(OC)cc2)c(C(=O)OCC)c1NC(=O)C1CCCCC1 | 102 | 0.2
CC(C)C(=O)Nc1ccc(-c2csc(N)n2)cc1 | 103 | 0
COc1cccc(C(=O)Nc2ccc(-n3nncc3-c3ccc(Br)cc3)cc2)c1OC | 111 | 0.6
Cc1ccc(Cn2c(C3CC(=O)N(c4ccccc4)C3)nc3ccccc32)cc1 (configuration not stated) | 102 | 0
Cc1ccc(Cl)cc1NS(=O)(=O)c1ccc(N2CCCCS2(=O)=O)cc1 | 108 | 0.3
CCCn1c(=O)c2sccc2n2c(CCCC(=O)NCCc3ccc(Cl)cc3)nnc12 | 117 | 0.3
COc1ccc(CCN2C(=O)CNC2=S)cc1 | 104 | 0.2
Cc1ccc(OC(=O)c2c(-c3ccccc3)nnc3ccccc23)cc1 | 100 | -0.8
CC1CCCC(C)N1C(=O)COC(=O)c1ccc2c(c1)OCO2 (configuration not stated) | 100 | -0.4
CCn1c(CN2CCCCC2)nc2cc(S(=O)(=O)N3CCCCC3)ccc21 | 101 | 0.1
COc1ccc2c(c1)c(C(=O)CSc1ccccc1)c(C)n2C | 98 | -0.7
Cc1c(-c2ccc(Cl)cc2)nc(N)c(C#N)c1-c1ccco1 | 105 | 1.4
N=c1n(CC(N)=O)c2ccccc2n1Cc1ccccc1Cl | 103 | 0.4
CCN1C(=O)c2ccccc2Sc2ccc(C(=O)NCc3ccccc3)cc21 | 103 | 0.6
CCCc1cc(=O)oc2cc(C)c(CN3CCCC3)c(O)c12 | 99 | -0.8
N#Cc1c(NC(=O)c2cc(-c3cccs3)on2)sc2c1CCC2 | 97 | -2.2
O=C(NCCCNC1CCCCC1)c1cc2ccccc2[nH]1 | 101 | 0.3
COc1ccc(-c2nnc(SCCCn3c(=O)[nH]c4ccccc43)o2)cc1 | 104 | 0
CCN(CC)C(=O)Oc1ccc2c(C)c(-c3ccc(OC)cc3)c(=O)oc2c1 | 104 | 0.6
CC1CCCC(NC(=O)CSc2ncnc3ccccc23)C1C (configuration not stated) | 102 | 0.5
CCOC(=O)c1c(C)nn(-c2ccc(N3C(=O)CCC3=O)cc2)c1C | 100 | -0.8
O=S(=O)(c1cccc(Cl)c1)c1nnn2c1nc(NCc1ccc3c(c1)OCO3)c1sccc12 | 92 | -1.8
CCn1c(=O)c2sccc2n2c(CCC(=O)Nc3ccc(F)cc3)nnc12 | 107 | 0.5
O=C(NCCc1ccccc1)c1cc(-c2ccco2)on1 | 98 | -1.7
COC(=O)C1=C(C)N(c2ccc(N(C)C)cc2)C(C)=C(C(=O)OC)C1c1ccccc1 | 103 | 0.6
O=C(Nc1cccc(C(F)(F)F)c1)N1CC2CCCN2c2ccccc21 (configuration not stated) | 104 | -0.5
COc1ccc(CCNC(=O)Cn2cc(S(=O)(=O)Cc3ccc(F)cc3)c3ccccc32)cc1OC | 111 | 1.2
O=C(c1cnn2cc(Br)cnc12)N1CCCc2ccccc21 | 101 | -0.2
Cc1ccc(-c2noc(-c3nnn(CC(=O)Nc4ccc(C)c(Cl)c4)c3N)n2)cc1 | 102 | -1.3
CCCn1c(C)c(Br)c(=O)n(C(C)(C)C)c1=O | 99 | -0.3
COc1ccc2oc(=O)c(C(=O)N3CCN(c4ccc(C)cc4)CC3)cc2c1 | 104 | 0
CCCCNC(=O)c1ccc(N2CCCC2)c(NS(=O)(=O)c2ccc(C)cc2)c1 | 101 | 0.1
COc1cccc(OCc2nnc(SCC(=O)O)o2)c1 | 104 | 0.6
CCOCCc1nnc(NC(=O)C(=O)c2cc(C)n(-c3cccc(C)c3)c2C)s1 | 107 | -0.1
CCOC(=O)c1c(NC(=O)C(C)Sc2cn(CCNC(=O)c3ccc(OC)cc3)c3ccccc23)sc2c1CCC2 (configuration not stated) | 107 | 0.5
CCOC(=O)NC1c2ccccc2Oc2ccc(OC)cc21 (configuration not stated) | 99 | -0.3
Cc1cc(C(=O)NC(C)C)n(-c2ccccc2)n1 | 100 | -0.6
C=CCc1ccccc1OCC(O)CNC(C)C (configuration not stated) | 100 | -0.1
Fc1ccc(-n2cc(-c3ccc4c(c3)OCO4)[nH]c2=S)cc1 | 101 | -0.3
O=C1c2ccccc2-c2onc3c(Br)cc(N4CCCCC4)c1c23 | 71 | -7.8

Some of these compounds in order of number of heavy atoms, low to high.
structure | Polio RdRp inh | Polio RdRp inh FP z-score
Cc1cc(C(=O)NC(C)C)n(-c2ccccc2)n1 | 100 | -0.6
COc1cccc(OCc2nnc(SCC(=O)O)o2)c1 | 104 | 0.6
O=C1c2ccccc2-c2onc3c(Br)cc(N4CCCCC4)c1c23 | 71 | -7.8

Continuation:
structure | Polio RdRp inh | Polio RdRp inh FP z-score
Cc1nn(C)cc1CN(C)C(=O)c1cc(-c2ccccc2)nc2ccc(Br)cc12 | 106 | 0.3
Cc1ccc(NC(=O)COc2ccccc2O)cc1C | 103 | 0.1
Cc1ccsc1CNCCCO | 103 | 0.4
Cc1ccc(CN(C)CC(=O)Nc2ccccc2Cc2ccccc2)o1 | 98 | -0.9
CC(C(=O)NC1CCCC1)N(C)CCOc1ccc(Cl)cc1 (configuration not stated) | 103 | 0.3
Clc1cccc(CSc2nc(NCCc3ccccc3)c3ccccc3n2)c1 | 105 | -0.2
COc1ccc(-c2[nH]ncc2C(=O)O)cc1 | 100 | -0.6
Cc1ccc(-n2nc3c(=O)n(CCCC(=O)NCc4ccccc4C)nc(C)c3c2C)cc1 | 120 | 2.4
C#CC1(OC(C)=O)C(C)CN(C)CC1C (configuration not stated) | 101 | 0
CC(OC(=O)c1ccccc1NS(=O)(=O)c1ccc2[nH]c(=O)[nH]c2c1)C(=O)N1CCCCC1 (configuration not stated) | 105 | 0.3
COc1ccc2c(c1OC)C(=O)OC2Nc1nc2ccc(OC(F)(F)F)cc2s1 (configuration not stated) | 101 | -0.2
Cc1noc(C)c1C(=O)N(CC(=O)NC1CCCC1)Cc1ccccc1F | 103 | 0.5
COc1ccc(NC(=O)CCNS(=O)(=O)c2cccc3nsnc23)cc1OC | 105 | 0
CCCCc1cc(C)c2[nH]cc(C(=O)O)c(=O)c2c1 | 106 | 0.5
Cc1cc(/C=N/n2cnc3c(cnn3-c3ccccc3)c2=O)c(C)n1CC(C)C | 101 | -0.1
COc1ccc(Cn2c(CO)cnc2SCC(=O)N(C(C)C)C(C)C)cc1 | 101 | 0.4
CCSC1=N/C(=C\c2ccco2)C(=O)N1c1ccc(OC)c(Cl)c1 | 105 | 0.1
Cc1cc(C(=O)NN2CC(O)=C(c3nc4ccccc4n3C)C2=N)c(C)o1 | 98 | -0.5
O=C(Nc1nc2ccccc2n1Cc1ccc(Cl)cc1)C1CCCCC1 | 101 | -0.1
O=C(Nc1cccc(Oc2ccc3c(c2)C(=O)NC3=O)c1)c1ccc(Br)o1 | 103 | 0.4
CC(=O)Nc1cccc(C(=O)OC(C)C(=O)NC2(C#N)CCCCC2)c1 (configuration not stated) | 109 | 0.9

From PubChem

Some of the compounds tested (hit frequency here may not be typical).
